Assay outcomes as filed in PubChem.
HTR5A inv ctr: counter-screen for OPRM1-OPRD1 inverse agonists: human HTR5A inverse agonism; 340,000 compounds, 0.083% hits; HTR5A cell line, luminescence; AID 504634; inhibition, % at 9.3 µM; in the data active means inhibition mostly above about 23%, no sharp cut-off; inactive means mostly below about 18%;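 further: 0% = cells with DMSO and 100% = no-cell wells with DMSO; some compounds called inactive have numbers as strong as hits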
Target sequence (P47898 whole entry, looked up): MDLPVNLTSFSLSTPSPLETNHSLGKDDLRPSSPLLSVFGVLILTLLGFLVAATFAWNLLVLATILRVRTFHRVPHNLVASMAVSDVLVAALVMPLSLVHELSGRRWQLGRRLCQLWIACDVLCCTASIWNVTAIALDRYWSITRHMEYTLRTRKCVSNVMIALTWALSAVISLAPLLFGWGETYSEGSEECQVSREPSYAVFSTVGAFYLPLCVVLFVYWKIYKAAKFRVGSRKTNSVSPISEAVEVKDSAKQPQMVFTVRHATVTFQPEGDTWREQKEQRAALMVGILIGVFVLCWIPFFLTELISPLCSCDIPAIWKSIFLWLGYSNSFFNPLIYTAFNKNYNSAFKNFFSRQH
V-ATPase pHluor: yeast V-ATPase proton transport regulation by pHLuorin. S. cerevisiae, pHLuorin cytosolic pH fluorescence. 350,000 compounds, 0.37% hits. AID 504577. response, % at 10 µM; in the data active means response mostly above about 7.3%, no sharp cut-off; inactive means mostly below about 5.4%; further: actives read high; inactives centre near 0; some compounds called inactive have numbers as strong as hits; reference of the scale not given here
Arr AP2 block: blocks beta-arrestin peptide binding to AP2 adaptin; FITC-arrestin peptide / GST-AP2 beads, flow cytometry; AP2 beta2 appendage carries R879A mutation; 340,000 compounds, 0.31% hits; inhibition, % at 10 µM;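 active means inhibition above a set limit, near 3 SD of compounds lacking own fluorescence, cut at about 54% in these data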;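 further: plate controls were DMSO wells for no effect and 5 µM unlabelled arrestin peptide for full effect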
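Measured by: flow cytometry, FL1 (488/535 nm); Material: AP2 appendage R879A on GSH beads; Evaluation: percent response; Timing: pre-incubation 12 min, peptide binding 1 h, room temperature; Also added: 50 nM FITC-arrestin peptide; Medium: PBS with 0.05% Tween 20 and 0.1% BSA.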
PKA-R1A activ: activates the PKA-R1A holoenzyme complex | P00514+P68181 | PKA-R1A dissociation, Cy5-IP20 fluorescence polarization; scaled: DMSO 0%, 113 µM cGMP 100% | activation, % at 11.4 µM | 340,000 compounds, 0.083% hits;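 active means percent activation above the mean of all tested compounds plus 3 SD, cut at about 19% in these data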;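 further: higher means more PKAc released from R1A so a rise in polarization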
OPRM1-OPRD1 inv: mu-delta opioid heterodimer inverse agonism. cell-based MOR-DOR heterodimer luminescence. inhibition, % at 9.3 µM. 340,000 compounds, 0.21% hits. AID 504357; in the data active means inhibition above about 22%, passing the limit was not always enough;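 further: 0% = cells with DMSO and 100% = wells without cells with DMSO; values of inactives mirror those of a sister screen read the other way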
HTR5A ag ctr: counter-screen for OPRM1-OPRD1 agonists: human HTR5A agonism; HTR5A agonist assay, luminescence, cell-based; activation, % at 9.3 µM; P47898; 340,000 compounds, 0.61% hits; in the data active means activation mostly above about 9.5%, no sharp cut-off; inactive means mostly below about 7.6%;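 further: 0% = cells with vehicle only and 100% = reference agonist; strong numbers were not always called active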
DAGLB inhibitor: blocks human DAGLB lipase activity. Q8NCG7. HEK293T DAGLB membrane lysate, EnzChek fluorogenic substrate. inhibition, % at 5.17 µM. 340,000 compounds, 0.059% hits; in the data active means inhibition above about 34%;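 further: 0% = enzyme with vehicle and 100% = wells lacking enzyme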
PKA-R2B act: PKA-R2B complex activation; PKA-R2B holoenzyme dissociation, Cy5-IP20 fluorescence polarization; R2B truncated from residue 108, S112A mutant; 0% DMSO only, 100% 113 µM cGMP; activation, % at 11.4 µM; P22694+P31323; 340,000 compounds, 0.079% hits;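 active means activation above a cutoff set at the mean over all compounds plus 3 SD, cut at about 18% in these data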;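 further: higher means more holoenzyme dissociation and a rise in polarization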
Target sequence (P31323 whole entry, looked up, other chains not shown, the tested form may be a part): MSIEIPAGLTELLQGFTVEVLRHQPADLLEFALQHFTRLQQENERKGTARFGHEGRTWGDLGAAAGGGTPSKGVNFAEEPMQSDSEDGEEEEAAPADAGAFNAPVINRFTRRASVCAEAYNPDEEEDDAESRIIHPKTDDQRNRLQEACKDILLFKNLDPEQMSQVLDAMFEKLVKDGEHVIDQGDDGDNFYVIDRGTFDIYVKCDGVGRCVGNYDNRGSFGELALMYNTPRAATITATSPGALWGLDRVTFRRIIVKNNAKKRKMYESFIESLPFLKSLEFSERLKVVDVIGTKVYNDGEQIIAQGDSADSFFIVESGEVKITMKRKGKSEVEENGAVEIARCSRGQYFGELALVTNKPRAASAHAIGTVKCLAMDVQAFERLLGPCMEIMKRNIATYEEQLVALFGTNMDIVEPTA
OPRM1-OPRD1 ag: agonists of human mu-delta opioid receptor heterodimerization; cells, OPRM1-OPRD1 heterodimerization, luminescence; activation, % at 9.3 µM; 340,000 compounds, 0.3% hits; in the data active means activation above about 18%;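 further: 0% = vehicle-treated cells and 100% = reference agonist; values of inactives mirror those of a sister screen read the other way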
Pemphigus Ab inh: human desmoglein-3 autoantibody binding inhibition; AID 588358; 310,000 compounds, 0.48% hits; binding (percent of control), % at 10 µM; DSG3-coupled beads, scFv-anti-DSG3-GFP binding, flow cytometry; active compounds read low;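 active means binding more than 3 SD below its plate's average and above zero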;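 further: hits lower antibody fragment binding to DSG3; some compounds called inactive have numbers as strong as hits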
* marks the source's active call; other numbers are inactive results; . = no result given.

Order of results – Pemphigus Ab inh, HTR5A inv ctr, PKA-R2B act, Arr AP2 block, OPRM1-OPRD1 inv, OPRM1-OPRD1 ag, HTR5A ag ctr, V-ATPase pHluor, DAGLB inhibitor, PKA-R1A activ
O=C(N/N=C/c1c(F)cccc1Cl)C(=O)N1CCCCCC1
    118.0, -4.6, 7.1, 45.9, 19.2, -3.4, 1.2, -3.0, -0.8, -18.7
S=c1[nH]nc(C2CCCCC2)n1/N=C/c1cccc(Cl)c1Cl
    92.5, 8.2, -3.1, 21.0, 0.0, 0.0, -2.2, -1.6, -8.2, -9.1
CC1=C(C)C(=O)C(N2CCOCC2)=CC1=O
    79.2, -10.1, -3.1, 7.5, 46.6*, -7.1, 4.1, 2.0, -1.9, 0.0
Cc1ccc2nc(N3CCN(c4ccccc4F)CC3)c(C=O)c(=O)n2c1
    81.4, 18.0, -9.2, 19.3, 10.7, -1.6, -7.3, -1.4, -0.6, -13.6
COc1ccc(NC(=O)c2sccc2SCc2cccc(C(F)(F)F)c2)cc1
    100.0, 17.5, -13.9, 2.4, -0.7, 0.1, -5.4, -2.1, -15.1, -4.6
CCCC1S/C(=N/N=C/c2ccc(OC)cc2)N(Cc2ccccc2)C1=O (stereo not drawn)
    103.6, 11.8, 0.5, 1.1, -12.2, 2.4, 0.1, 0.7, -17.7, -4.0
COc1ccc(NC(=O)C(=O)Nc2cccc3ccccc23)c(OC)c1
    90.0, 11.9, 4.1, 8.8, 8.8, -1.9, -3.2, -0.5, -2.3, -4.5
Cc1ccc(NS(=O)(=O)c2cccc(C(=O)NCC(c3cccs3)N3CCOCC3)c2)cc1 (stereo not drawn)
    104.5, -2.6, 13.9, 4.8, 4.3, -1.0, 1.1, -2.1, 0.1, -5.4
O=C1CN(N=Cc2ccco2)C(=O)N1
    111.6, -12.6, -0.7, 0.2, 17.7, -3.6, 3.2, 0.2, 0.1, 1.0
O=C(CN1CCN(c2ccc(Cl)cc2)CC1)Nc1cccc(F)c1
    ., -15.8, -1.0, 10.6, 0.6, -0.1, 6.6, 0.5, -5.7, -9.3
Cc1csc(NC(=O)C2CCCN2C(=O)Oc2ccccc2)n1 (stereo not drawn)
    103.0, 4.5, 11.9, 8.6, 13.8, -2.9, -1.9, -1.6, -0.1, -4.2
CC(C)Cc1nnc(NC(=O)c2cc(-c3ccncc3)nc3ccccc23)s1
    86.8, 23.0, -5.6, -11.9, 2.9, -0.6, 6.3, -1.4, 3.7, -13.1
CC(=O)Nc1cccc(C(=O)N(CCc2ccccc2)Cc2ccccc2)c1
    118.2, -18.8, 6.2, -0.2, 23.0, -4.5, 7.8, -4.7, 0.9, 0.3
O=C(N/N=C/c1cccnc1)c1cccc(F)c1
    94.8, -3.7, -0.5, 2.3, 13.4, -2.9, 1.0, 0.8, -2.8, -2.5
CCCC12CN(C(=O)c3ccc(OC)cc3)CC(C)(CN(C(=O)c3ccc(OC)cc3)C1)C2=O
    101.2, -9.1, -5.3, -0.5, 8.2, -1.7, 3.7, 1.7, -0.7, 3.7

Single records, from the list above. Screens in order: Pemphigus Ab inh, HTR5A inv ctr, PKA-R2B act, Arr AP2 block, OPRM1-OPRD1 inv, OPRM1-OPRD1 ag, HTR5A ag ctr, V-ATPase pHluor, DAGLB inhibitor, PKA-R1A activ
Profile of Cc1ccc(NS(=O)(=O)c2cccc(C(=O)NCC(c3cccs3)N3CCOCC3)c2)cc1 (stereo not drawn) = 104.5, -2.6, 13.9, 4.8, 4.3, -1.0, 1.1, -2.1, 0.1, -5.4
Profile of COc1ccc(NC(=O)C(=O)Nc2cccc3ccccc23)c(OC)c1 = 90.0, 11.9, 4.1, 8.8, 8.8, -1.9, -3.2, -0.5, -2.3, -4.5

Next section.
Order of results – Pemphigus Ab inh, HTR5A inv ctr, PKA-R2B act, Arr AP2 block, OPRM1-OPRD1 inv, OPRM1-OPRD1 ag, HTR5A ag ctr, V-ATPase pHluor, DAGLB inhibitor, PKA-R1A activ
Cc1cc(NC(=O)COC(=O)C2COc3ccccc3O2)no1 (stereo not drawn)
    102.7, -10.6, -8.8, -6.2, 10.0, -1.6, -0.4, 5.0, -0.5, 5.9
O=C(Nc1ccc(O)cc1)/C(=C\c1cccs1)NC(=O)c1ccccc1
    95.5, -10.0, -5.3, 18.3, 7.5, -1.2, 2.2, 1.9, -4.4, -1.6
CCCOc1ccc(N2C(=O)CC(N(C(=O)c3ccco3)c3ccc(OCCC)cc3)C2=O)cc1 (stereo not drawn)
    86.3, -30.1, -4.8, 0.2, 11.2, -2.1, -2.4, -5.0, 1.9, 7.3
C(=N/Nc1nc(-c2ccccc2)cc(-c2ccccc2)n1)/c1cccnc1
    96.5, 14.1, -14.4, -0.7, -15.5, 2.9, 3.8, 0.3, -3.4, -3.3
N#Cc1cc([N+](=O)[O-])ccc1NC(=O)COC(=O)CN1C(=O)C2CCCCC2C1=O (stereo not drawn)
    107.9, 28.6, -6.6, 11.0, 1.8, -0.4, -7.3, -2.0, 0.8, -2.8
COc1ccc(C(=O)NCc2ccc(C(=O)NCC(OC)OC)cc2)cc1OC
    120.1, 6.4, -8.2, 13.6, -2.0, 0.4, 7.5, 2.5, -1.1, -2.3
NC(=S)NC(=O)c1ccccc1
    100.5, -2.5, -2.1, 27.6, 22.2, -4.7, 0.7, 0.7, -3.8, 4.6
COc1cccc(C(=O)Nc2cccc(-c3nnc(-c4ccccc4)o3)c2)c1
    95.8, -1.6, -13.3, 22.6, 9.4, -1.9, 0.5, -1.5, -1.3, -6.6
COC(=O)C1CCN(C(=O)COC(=O)c2cc(-c3cccs3)nn2-c2ccccc2)CC1
    97.6, -4.9, 3.6, 6.9, 5.2, -0.8, -1.7, -2.8, 1.6, -0.9
Cc1cc(C(=O)CS(=O)(=O)c2ccc(Cl)cc2)cc(C)c1O
    95.7, 0.6, 3.1, -5.7, 18.3, -3.2, -0.1, 1.7, -2.1, -5.2
CS(=O)(=O)N(CC(=O)NC1CC1)c1cccc(F)c1
    116.0, -0.4, 2.2, 4.5, 8.2, -1.8, 2.5, -0.8, 1.1, -8.2
CCOC(=O)/C(C#N)=c1/s/c(=C2\C=Cc3ccccc3N2CC)c(=O)n1CC
    111.5, 11.4, 3.0, -3.0, 11.0, -2.2, -4.4, 1.2, -0.7, -1.1
C=CCOc1ccc(/C=C/C(=O)OCC(=O)NCC(=O)Nc2c(C)cc(C)cc2C)cc1
    102.7, -1.3, 0.7, 5.0, -15.7, 2.4, -0.1, 6.1, -1.5, 2.6
CC(=O)Cn1c(CN2CCCC2)nc2ccccc2c1=O
    104.2, 24.9, 9.0, -2.7, 7.9, -1.6, -1.0, -0.6, 0.2, -7.9
O=C1NN=C(c2ccccc2)CC1c1c[nH]c2ccccc12 (stereo not drawn)
    97.6, -25.9, -1.6, -16.4, 11.6, -2.1, 5.3, -0.8, 0.5, 3.6
Cc1ccc(C2/C(=C(\O)c3c(C)nc4c(C)cccn34)C(=O)C(=O)N2CCN(C)C)o1 (stereo not drawn)
    108.2, 2.2, 3.1, 2.7, -6.1, 1.2, 5.2, -0.7, -7.0, 5.3
COc1cc(C(=O)N/N=C\c2ccccc2)c([N+](=O)[O-])c(OC)c1OC
    ., 5.1, -4.9, 2.8, -0.7, 0.1, 0.8, -6.0, -8.1, -8.4
CC(=O)c1ccc(S(=O)(=O)NC2CCCCCCC2)cc1
    92.1, 16.7, 6.4, -3.9, -7.3, 1.2, -0.1, 3.0, -0.3, 5.5
CCCNC(=O)C1CC(c2ccccc2C(F)(F)F)=NO1 (stereo not drawn)
    102.4, -0.3, -1.8, 34.1, 16.0, -2.8, 4.4, -2.7, -5.5, 1.7
Cc1cc(C(=O)COC(=O)c2ccc(O)cc2)c(C)n1CC1COc2ccccc2O1 (stereo not drawn)
    97.2, -42.8, -3.0, 14.4, -11.5, 2.2, 12.3*, -4.2, 0.1, -2.9
O=C(c1ccco1)N1CCN(c2nc3ccsc3c(=O)s2)CC1
    102.6, 8.8, -1.1, -3.5, 14.9, -2.9, -3.2, -1.4, -2.1, 6.1
COc1ccccc1-c1nnc(SCC(=O)NC2CC2)n1C
    90.4, 11.3, -8.1, -11.6, 8.9, -2.1, -4.5, -4.2, 1.7, -8.2
COc1ccc(CSc2ccc(S(=O)(=O)N3CCCC3)cn2)cc1F
    101.5, ., 8.3, ., ., ., ., -1.1, -7.0, -5.8
O=[N+]([O-])c1cccc(N/N=C/c2cc([N+](=O)[O-])ccc2O)c1
    106.0, -1.5, 13.4, 7.8, -17.7, 3.1, 0.6, 0.7, 10.6, 8.8
CCOC(=O)c1[nH]c(C)c(C(=O)OCC(=O)N(CC)C2CCS(=O)(=O)C2)c1C (stereo not drawn)
    105.9, -6.9, -1.0, -0.7, 8.8, -1.9, -0.6, -4.2, 0.3, 4.2
Cc1ccc(-c2csc3nc(CN(C)Cc4ccccc4)[nH]c(=O)c23)cc1
    95.9, -20.4, -3.6, -9.2, 4.7, -0.9, -1.2, 4.1, 4.1, -3.1
COc1ccccc1NC(=S)NNC(=O)c1cc(C)n(C)n1
    ., -0.2, 2.1, 1.2, 15.3, -2.7, 1.0, -2.3, -0.6, -1.4
N/C(=N\OC(=O)c1ccccc1Cl)c1cccnc1
    117.1, -9.7, -0.5, 0.1, -8.8, 1.6, 11.1, 2.7, -3.0, -4.0
CC(NC(=O)c1cccc(N(C)C)c1)c1ccc(-n2ccnc2)cc1 (stereo not drawn)
    100.5, -21.4, -3.4, 10.4, 14.6, -2.8, -0.9, 5.6, -2.6, -3.8
Cc1nc(NC(=O)c2ccccc2)sc1C1(C)CC(c2c(Cl)cccc2Cl)=NO1 (stereo not drawn)
    95.2, 2.9, -4.7, -3.6, -13.3, 2.4, -1.1, -1.2, -5.8, -4.9
O=C(c1ccc(Cl)c(S(=O)(=O)N2CCCC2)c1)N1CCN(c2ccc(F)cc2)CC1
    101.8, -1.1, 8.6, 9.1, 0.2, 0.0, 0.4, 1.1, -2.5, 8.3
CCN(CC)CCCNC(=O)c1oc2ccc3c(c2c1C)C(O)CC(C)(C)O3 (stereo not drawn)
    100.8, 9.5, -2.9, 35.6, -0.8, 0.2, -2.5, -1.8, -0.9, -5.6
COc1cc(/C=C/C(=O)OC(C)C(=O)NC2CCCCC2C)cc(Cl)c1OC (stereo not drawn)
    100.3, -6.7, -8.2, -12.0, -10.7, 1.6, 2.6, -3.2, -1.1, -4.2
